Source: PubChem
TWEAK Fn14 block – inhibitors of TWEAK-Fn14 signaling, primary screen, luciferase reporter cells, uHTS; TWEAK-stimulated Fn14 reporter cells, luciferase luminescence, 8 h; inhibition, % at 10 µM; actives 2% (n = 360,000); in the data active means inhibition above about 50%
LMP1 NFkB inh – EBV LMP1-driven NF-kappaB luciferase reporter inhibitors, primary screen, cell-based, luminescence, single point. inhibition, % at 12.5 µM. LMP1-induced NF-kappaB luciferase reporter cells. actives 0.69% (n = 350,000); in the data active means inhibition above about 41%;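 further: 0% = neutral control wells and 100% = reference inhibitor control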
TRAIL sens C8 – viability loss with TRAIL in NB7+C8 cells, primary screen, TRAIL sensitizer project, cell-based, ATPlite luminescence. actives 1% (n = 360,000). inhibition (viability loss, TRAIL sensitization), % at 10 µM;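 active means compounds causing at least 50% loss of cell viability in the single-dose screen, relative to plate controls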
LRH-1 inv ag – LRH-1 (NR5A2) inverse agonists, primary screen, cell-based, luminescence, HEK293T, StAR-luciferase reporter. Nuclear receptor subfamily 5 group A member 2 (Homo sapiens), O00482. LRH-1 transfected, 24 h. inhibition, % at 3.6 µM. actives 0.13% (n = 360,000);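 active means inhibition above the mean inhibition of all tested compounds plus 3 SD, cut at about 73% in these data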;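 further: 0% = DMSO wells and 100% = reporter-only cells lacking LRH-1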
COUP-TFII inh – NR2F2 transcriptional activity inhibitors, primary screen, cell-based, luciferase reporter, HEK293T, luminescence. HEK293T NGFI-A luciferase reporter. COUP transcription factor 2 (Homo sapiens), P24468. inhibition, % at 8.6 µM. actives 0.7% (n = 370,000);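 active means inhibition above a per-plate cutoff, mean inhibition of test wells between control levels plus 3 SD, cut at about 38% in these data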;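 further: cells cotransfected with COUP-TFII expression vector driving the NGFI-A reporter; 0% = median of COUP-TF2 test wells and 100% = reporter-only cells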
TROY NFkB inh – inhibitors of TROY-driven NF-kB signaling, primary screen, Q293 LMP1-TROYcd cells, NF-kB luciferase, uHTS. Q293 LMP1-TROYcd NF-kB luciferase reporter, 4 h. inhibition, % at 10 µM. actives 0.98% (n = 360,000). AID 1347056, 2019;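 active means compounds whose plate-normalised and pattern-corrected inhibition of the luciferase reporter signal at the single screening dose is 50% or more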
Shn3 3UTR inh – reduction of Shn3 3'UTR firefly luciferase signal, primary screen, Schnurri-3 inhibitor project, cell-based, Clone20 osteoblasts, set 2; Clone20 osteoblast Shn3 3'UTR firefly luciferase, 24 h; inhibition, % at 12.5 µM; actives 0.52% (n = 360,000); AID 588674, 2011;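 active means mean inhibition of at least 75% with every replicate also reaching 75%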;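 further: 0% = median of neutral control wells and 100% = pilot-screen positive control compound; some compounds past the cut are filed as inactive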
CF NFkB inh – inhibitors of PAF-induced NF-kB signaling, primary screen, cell-based, GFP fluorescence, uHTS; KKLEB NF-kB-GFP reporter, GFP fluorescence overnight; inhibition, % at 5 µM; actives 0.86% (n = 360,000); AID 588850, 2011;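 active means at least 50% inhibition at 5 µM, scaled per plate between neutral and stimulator controls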;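 further: PAF is a Pseudomonas aeruginosa culture filtrate used as stimulus; plate controls were PAF-stimulated DMSO wells for no effect and unstimulated DMSO wells for full effect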
KKLEB cytotox – cytotoxicity in KKLEB CF airway cells, primary screen, cytotoxicity control for CF NF-kB inhibitor project, cell-based, uHTS, fluorescence assay plates | KKLEB CF airway cells viability, ATPlite luminescence, overnight; stronger effect = lower value; cells stimulated with P. aeruginosa culture filtrate | activity change (cytotoxicity), % at 5 µM | actives 0.36% (n = 360,000) | AID 602141, 2011;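 active means corrected activity change at or below -50% at 5 µM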
NCOA3 inh – SRC3 coactivator transcriptional activity inhibitors, primary screen, cell-based, luminescence | Nuclear receptor coactivator 3 (Homo sapiens), Q9Y6Q9 | HEK293 GAL4-SRC3 luciferase reporter | inhibition, % at 3.6 µM | actives 0.17% (n = 360,000) | AID 588352, 2011;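 active means inhibition above a per-campaign cutoff, the mean of all compounds plus 3 SD, cut at about 60% in these data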;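 further: 0% = DMSO-treated cells and 100% = gossypol-treated cells at 36 µM; higher means less SRC3-driven luciferase light from the GAL4 reporter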
SRC1 inh – SRC1 coactivator transcriptional activity inhibitors, primary screen, cell-based, luminescence | actives 0.12% (n = 360,000) | Nuclear receptor coactivator 1 (Homo sapiens), Q15788 | inhibition, % at 3.6 µM | HEK293 GAL4-SRC1 luciferase reporter;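 active means inhibition above the campaign mean plus 3 SD, with each screening campaign given its own cutoff, cut at about 60% in these data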;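 further: 0% = DMSO treated cells and 100% = gossypol at 36 µM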
Target sequence (Q15788 whole entry, looked up, the tested form may be a part): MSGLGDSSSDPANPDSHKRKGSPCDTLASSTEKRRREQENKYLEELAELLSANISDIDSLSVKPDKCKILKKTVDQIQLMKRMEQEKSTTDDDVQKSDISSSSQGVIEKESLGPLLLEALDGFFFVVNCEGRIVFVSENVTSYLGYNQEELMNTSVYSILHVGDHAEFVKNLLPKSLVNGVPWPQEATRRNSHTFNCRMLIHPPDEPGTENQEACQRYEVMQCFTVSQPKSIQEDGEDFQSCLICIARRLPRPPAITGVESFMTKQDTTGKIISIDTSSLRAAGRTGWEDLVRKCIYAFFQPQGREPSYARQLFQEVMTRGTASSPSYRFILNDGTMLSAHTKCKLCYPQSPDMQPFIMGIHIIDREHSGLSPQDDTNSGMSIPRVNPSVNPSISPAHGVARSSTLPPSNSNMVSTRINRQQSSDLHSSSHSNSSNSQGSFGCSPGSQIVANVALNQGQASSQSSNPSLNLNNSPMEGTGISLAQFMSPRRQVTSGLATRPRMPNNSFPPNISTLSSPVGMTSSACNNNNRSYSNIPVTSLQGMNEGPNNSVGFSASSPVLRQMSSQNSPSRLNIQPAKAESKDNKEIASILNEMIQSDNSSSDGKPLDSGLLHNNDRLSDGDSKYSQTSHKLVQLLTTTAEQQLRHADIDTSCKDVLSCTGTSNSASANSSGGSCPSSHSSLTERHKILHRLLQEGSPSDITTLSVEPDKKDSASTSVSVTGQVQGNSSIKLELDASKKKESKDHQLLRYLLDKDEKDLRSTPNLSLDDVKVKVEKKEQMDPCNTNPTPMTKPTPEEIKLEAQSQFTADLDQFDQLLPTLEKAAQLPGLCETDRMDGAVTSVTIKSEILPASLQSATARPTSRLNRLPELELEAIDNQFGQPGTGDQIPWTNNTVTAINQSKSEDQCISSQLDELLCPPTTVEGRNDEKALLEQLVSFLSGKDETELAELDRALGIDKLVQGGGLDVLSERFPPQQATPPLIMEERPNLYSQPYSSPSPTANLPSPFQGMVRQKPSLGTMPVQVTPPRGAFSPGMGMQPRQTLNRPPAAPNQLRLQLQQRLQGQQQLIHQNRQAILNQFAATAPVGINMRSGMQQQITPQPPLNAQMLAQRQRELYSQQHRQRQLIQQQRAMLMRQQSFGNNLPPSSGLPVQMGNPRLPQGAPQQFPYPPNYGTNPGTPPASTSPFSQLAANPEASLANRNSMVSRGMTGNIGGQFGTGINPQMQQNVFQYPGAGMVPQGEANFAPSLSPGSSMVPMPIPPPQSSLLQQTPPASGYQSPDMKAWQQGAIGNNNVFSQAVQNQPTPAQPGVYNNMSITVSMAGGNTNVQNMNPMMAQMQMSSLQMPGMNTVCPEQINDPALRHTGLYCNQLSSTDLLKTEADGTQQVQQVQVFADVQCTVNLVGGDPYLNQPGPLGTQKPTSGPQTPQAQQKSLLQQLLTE
The depositor's hits bear a star; . = not tested or not shown. Only part of the results is shown (hit frequency here may not be typical).

no.	Structure	TWEAK Fn14 block	LMP1 NFkB inh	TRAIL sens C8	LRH-1 inv ag	COUP-TFII inh	TROY NFkB inh	Shn3 3UTR inh	CF NFkB inh	KKLEB cytotox	NCOA3 inh	SRC1 inh
1	O=C1CC[C@@H]2CC3(C[C@@H]4CCN1[C@H]24)Nc1cc(Cl)ccc1NC3=NC1CCCCC1 (stereo not given in full)	-6	-18	-20	-4	-14	-16	-10	-10	2	2	-17
2	CCN(C(=O)CSc1nc2n[nH]c(C)c2c(=N)n1-c1ccc(Cl)c(C)c1)c1cccc(C)c1	28	5	8	20	-4	43	27	27	6	-3	5
3	COc1ccc2[nH]c(C)c(CCN(Cc3cccs3)C(=S)Nc3cccc(F)c3)c2c1	20	3	-3	9	.	-17	61	-11	1	-28	-2
4	COc1cccc(/C(O)=C/c2nc3ccc(C(=O)NCCc4ccc(Cl)cc4)cc3[nH]c2=O)c1	19	4	23	5	5	-23	45	5	-28	5	6
5	Cc1ccnc(NS(=O)(=O)c2ccc(N3C(=O)c4ccccc4C3=O)cc2)n1	-22	-3	-3	13	2	11	-3	-5	6	22	-3
6	CC1CCN(C(=S)Nc2ccc(SC(F)F)cc2)CC1	-26	-21	36	-29	-16	-23	-14	19	-10	-60	-24
7	O=C(c1cccs1)N1CCC(N2CCN(c3ccccc3)CC2)CC1	-4	3	4	3	-20	1	7	3	-13	14	-2
8	N#CC1=C(S)N(c2ccccc2)C(c2ccc(-c3ccc(Cl)c(Cl)c3)o2)NC1=O (stereo not given)	-12	0	-10	11	-8	-9	-1	-21	-4	8	-12
9	COC(=O)Cc1c(O)ccn(Cc2ccc3c(c2)OCO3)c1=O	9	-5	-4	-3	9	24	10	0	-8	9	14
10	Clc1ccc(Cl)c(OCCN2CCCC2)c1	3	9	-17	2	-14	-6	-10	4	-5	2	0
11	Cc1ccc(CNC(=O)c2ccc(NC(=O)CCS(=O)(=O)c3cccs3)cc2)cc1	8	-1	-23	17	-13	16	9	-3	0	12	0
12	O=C(c1ccc2ccccc2n1)N1CCN(c2ccccc2)CC1	-4	-2	-21	5	-8	-28	-12	6	1	-6	9
13	O=C(N/N=C/c1ccc(Br)s1)c1c[nH]c2ccccc12	-3	-32	30	-47	-35	-100	-56	-41	10	-16	-24
14	O=C(Cc1ccccc1)Nc1ccc(NC(=O)c2ccccc2)nc1	-25	-19	-3	-28	-43	-53	-133	-28	1	-98	-59
15	CCOC(=O)c1ccccc1NC(=O)COC(=O)CSCC(=O)Nc1cc(C)on1	6	-4	8	-12	17	10	-7	-12	13	-9	-14
16	COCCN(C(=O)C(C)C)c1nnc(-c2ccc(C)cc2)s1	-11	-5	15	-39	-1	-30	-6	-9	-4	-20	-28
17	COCCCNC(=O)CCc1ccc(S(=O)(=O)Nc2ccc(C)cc2)cc1	-13	0	-15	7	9	-8	-13	7	0	11	6
18	Cc1noc(C)c1NC(=O)Nc1cccc2c1O[C@H](CN(C)S(=O)(=O)c1ccccc1)[C@@H](C)CN([C@H](C)CO)C2=O	7	16	4	19	5	0	20	-7	-5	-7	-6
19	Cc1ccc(-n2nnnc2SCC(=O)N2Cc3ccccc3CC2C(=O)O)cc1 (stereo not given)	-3	-1	-23	4	14	11	-8	0	5	7	-10
20	CCC(Sc1nc(C)cc(C)n1)C(=O)Nc1ccc(S(N)(=O)=O)cc1 (stereo not given)	4	-30	-13	-2	9	7	.	14	-21	-5	3
21	COc1ccc(NC(=O)Nc2nnc(Cc3ccc(OC)c(OC)c3)s2)cc1	12	4	-16	0	-15	17	26	5	1	6	12
22	O=C(COc1ccc(Cl)cc1)c1ccc(O)cc1O	-23	4	7	-44	-26	-29	-52	-2	-6	-27	-21
23	COc1ccc(S(=O)(=O)NNC(=O)C2COc3ccccc3O2)cc1[N+](=O)[O-] (stereo not given)	11	-3	10	-12	-10	-6	-13	-10	17	24	-9
24	CC(C)N(Cc1nnc(-c2ccccc2Br)o1)C(=O)c1cc(Cl)nc2ccccc12	-2	-1	-11	-18	-12	3	-6	20	-12	-16	-4
25	COc1cc(/C=C/C(=O)OCC(=O)Nc2ccc(NC(C)=O)cc2)cc(S(=O)(=O)N2CCc3ccccc32)c1OC	-17	7	0	-5	8	1	0	-9	-2	7	4
26	O=C(CNC(=O)c1ccc(Br)cc1)N/N=C/c1ccc[nH]1	-11	5	13	-2	-15	-3	-7	-5	-3	9	9
27	CN(Cc1ccccc1)C(=O)c1cccc(NC(=O)Cc2ccc(NC(=O)C3CCN(C(=O)c4ccccc4)CC3)cc2)c1	-3	8	-9	-22	-3	9	-13	-3	11	-11	-1
28	CS(=O)(=O)c1nc([N+](=O)[O-])nn1CCCc1ccccc1	87*	-2	-5	-2	.	22	-10	90*	-44	10	6
29	CCN(CC)Cc1c[nH]c2c(C(=O)OC)cccc12	10	-7	-13	21	14	-3	18	-19	13	17	-2
30	CC(=O)Nc1ccc(S(=O)(=O)Nc2c(NC3CCCCC3)c3ccccc3oc2=O)cc1	2	0	11	13	3	-4	9	-8	10	-5	-9
31	Cc1ccc(NC(=O)OCc2ccccc2S(C)=O)cc1 (stereo not given)	-11	-3	-5	-10	-7	-26	6	3	-15	-13	-8
32	CCOC(=O)CN1C(=O)S/C(=C/c2ccc(O)c([N+](=O)[O-])c2)C1=O	-4	-3	14	-26	7	5	-13	-5	-1	-8	-16
33	Cc1ccc(NC(=S)N2CCC(c3ccccc3)C2)c(Cl)c1 (stereo not given)	47	-8	43	-128	-4	31	-51	-1	-4	-81	-116
34	O=C(Nc1ccc(N2CCCC2)cc1)c1cc(Br)ccc1Cl	-24	-3	-2	7	0	-5	2	-2	4	0	-13
35	O=C(c1cc(-c2ccc(Cl)cc2)on1)N1CCc2ccccc2C1	-39	7	16	-8	-3	-24	-31	-2	1	-7	9
36	Nc1nc(SCC(=O)Nc2ccccc2-c2ccccc2)n[nH]1	19	-6	-4	-3	-11	-2	-7	-2	7	3	-4
37	CC(C)CN(C(=O)COC(=O)c1ccc(Cl)c(N)c1)c1c(N)n(Cc2ccccc2)c(=O)[nH]c1=O	14	6	-12	5	-8	-4	15	-12	-1	21	3
38	CCSC1=NCCN1C(=O)c1ccc(S(=O)(=O)N(C)C)cc1	-3	-9	-1	-16	-1	16	-7	6	-2	5	-3
39	CC1(C)c2[nH]c3ccccc3c2C[C@H]2C(=O)N(Cc3ccc(F)cc3)C(=O)N21	48	5	0	-5	3	31	-17	9	-21	0	-1
40	O=C(NCc1ccc2c(c1)OCO2)c1nnc(Cc2ccc(Cl)cc2)o1	8	0	-9	15	-3	2	-14	13	-11	-13	0
41	O=C(c1ccccc1-c1ncc[nH]1)N1CCCC(Nc2ccc(F)cc2)C1 (stereo not given)	12	6	-3	1	3	26	-17	-2	-3	-15	-9
42	CCCOc1ccc(N2C(=O)CC(NCc3ccncc3)C2=O)cc1 (stereo not given)	-11	-6	-5	0	7	6	-19	-16	2	21	-2
43	CCCC(=O)c1cc(F)c(N2CCOCC2)cc1C	1	-16	7	-14	19	-14	-41	-4	15	8	-26
44	CC(C)(C)c1ccc(OCC(=O)NCCN2CCCC2)cc1	0	-28	11	7	-28	-15	-14	10	-16	-1	-7
45	CCOc1ccc(S(=O)(=O)N2CCCCC2)cc1NC(=O)Cc1cccs1	17	15	12	12	23	35	11	14	2	2	-19
46	Cc1cccc(C2CC(c3ccc(Cl)cc3)Nc3nc(N)nn32)c1 (stereo not given)	6	0	-2	-5	5	-13	-7	-4	12	11	3
47	CCc1ccc(NC(=O)CCn2c(=O)oc3ccccc32)cc1	-14	-2	10	-8	8	-17	-15	-13	8	6	-18
48	CCOc1ccccc1NCc1nnc(-c2ccccc2)o1	-1	-8	-6	-41	-25	-4	-7	5	-5	-11	-2
49	O=C(C[C@H]1C[C@H](C(=O)N2CCCCC2)[C@@]2(CCc3ccccc3)c3[nH]c4ccc(Cl)cc4c3CCN2C1=O)NCCN1CCOCC1	15	-3	-5	-3	.	5	1	19	-10	0	6
50	CC(C)(C)C(=O)Nc1sc(-c2ccccc2)cc1C(=O)O	-55	-17	30	-206	-81	-59	-3	-4	0	-145	-159
51	Cc1nc2c(OCc3ccc(OC(F)F)cc3)cccn2c1N(C)C(=O)CCC1CCCC1	39	.	11	14	17	34	47	0	-7	-4	3
52	Cc1ccc(-c2nnn(CC(=O)N(c3ccccc3)C(C(=O)NCC3CCCO3)c3ccc(F)cc3)n2)o1 (stereo not given)	-1	1	-2	1	9	-11	17	-16	1	15	-35
53	COc1cccc(-n2c(SCC(=O)NC(C)(C)C)nnc2-c2ccoc2C)c1	-9	4	-1	7	15	-23	-18	32	-31	-3	-17
54	Cn1nc(C(=O)NCc2ccccc2)cc1C(=O)NCc1ccccc1	-2	-23	-21	2	-2	0	8	-1	-5	2	-39
55	C=CCCN([C@H](CO)Cc1ccccc1)S(=O)(=O)c1ccccc1Br	-35	-9	-9	-28	-18	-50	-19	-8	8	-21	-25
56	Cc1ccc(-c2nc3ccccc3s2)cc1NC(=S)NC(=O)/C=C/c1ccco1	-24	-21	34	-43	-22	-6	-5	-18	-6	-28	-42
57	Cc1ccc(NC(=S)N2CCn3cccc3C2c2cccnc2)cc1 (stereo not given)	-9	13	2	-20	-10	-72	22	-10	12	-5	-17
58	CCOC(=O)c1[nH]c2ccccc2c1NC(=S)Nc1ccccc1C	1	-8	5	-26	-9	0	-52	-16	-9	-59	-73
59	COc1cccc(C(=O)Nc2ccccc2C(=O)NCC2CCCO2)c1 (stereo not given)	0	-1	13	19	-5	8	1	-2	6	-18	-25
60	O=C(Nc1cc(S(=O)(=O)N2CCOCC2)ccc1N1CCOCC1)c1cccc(S(=O)(=O)N2CCCCC2)c1	-28	1	1	7	6	11	-11	2	-3	-13	0

Next compounds:
no.	Structure	TWEAK Fn14 block	LMP1 NFkB inh	TRAIL sens C8	LRH-1 inv ag	COUP-TFII inh	TROY NFkB inh	Shn3 3UTR inh	CF NFkB inh	KKLEB cytotox	NCOA3 inh	SRC1 inh
61	CCC(NC(=O)CCc1ccccc1)c1ccccc1 (stereo not given)	9	-1	-14	2	-5	0	-4	3	13	17	3
62	CC1CCCC(C)N1C(=O)COC(=O)CSc1ccc(C(N)=O)cc1[N+](=O)[O-] (stereo not given)	14	6	-9	-7	-8	-8	-10	-24	22	19	12
63	O=C(NCc1ccco1)C(=O)NCC1OCCN1S(=O)(=O)c1ccc(Br)cc1 (stereo not given)	14	-3	-1	-9	-1	12	9	5	4	5	11
64	CCOC(=O)N1CCN(CC(=O)Nc2ccc(F)c(F)c2)CC1	-19	-13	-10	11	25	-4	11	-4	5	19	25
